PhoP GFP inhibition – PhoP regulon inhibitors, Salmonella typhi PhoP promoter GFP reporter, confirmatory (AID 1850) | actives 0.33% (n = 310,000) | Salmonella Typhi PhoP-promoter GFP reporter, fluorescence, 4 h; higher % means a stronger effect | inhibition, % at 50 µM; hits with a dose series show IC50 in µM; in the data active = a potency from the dose series; inconclusive = inhibition mostly from about 25% at the one dose, without a potency; inactive = the rest, 99 in 100 with inhibition below about 19%;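 note: 0% = induced wells with vehicle and 100% = uninduced wells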
VEEV TC-83 Vero – inhibitors of VEEV TC-83 cytopathic effect, confirmation, Vero cells (AID 588727); inhibition, % at 20 µM, or IC50 in µM where a hit was titrated; Vero cells, VEEV TC-83 cytopathic effect inhibition; higher % means a stronger effect; actives 0.13% (n = 350,000); in the data active = a potency from the dose series; inconclusive = inhibition mostly from about 14% at the one dose, without a potency; inactive = the rest, 99 in 100 with inhibition below about 12%; note: strong numbers were not always called active
H1N1 NS1A inhibition – H1N1 influenza NS1A inhibitors, functional cell based assay (AID 504329) | NS1A functional cell-based assay, percent inhibition; higher % means a stronger effect | inhibition, % at 12.5 µM; hits with a dose series show IC50 in µM | actives 0.3% (n = 340,000); in the data active = a potency from the dose series; inconclusive = inhibition above about 27% without an active follow-up result; note: strong numbers were not always called active
M. tuberculosis HTS – M. tuberculosis growth inhibition, HTS (AID 449762); M. tuberculosis H37Rv growth inhibition, 7H9 media; higher % means a stronger effect; inhibition, % at 25 µM, or IC50 in µM where a hit was titrated; actives 0.59% (n = 330,000); in the data active = a potency from the dose series; inconclusive = inhibition above about 70% without an active follow-up result;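 note: bacterial growth assessed after seven days of incubation; strong numbers were not always called active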
tuberculosis growth – growth inhibition of non-replicating M. tuberculosis (AID 488890) | actives 0.39% (n = 320,000) | inhibition, % at 25 µM; hits with a dose series show IC50 in µM | Mycobacterium tuberculosis non-replicating, growth inhibition; higher % means a stronger effect; in the data active = a potency from the dose series; inconclusive = inhibition mostly from about 82% at the one dose, without a potency; inactive = the rest, 99 in 100 with inhibition below about 76%;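 note: plate controls were DMSO cells for no effect and high antibiotic wells for full effect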
VEEV TC-83 Vero 10K pilot screen – further read-out of VEEV TC-83 Vero, marked with its call; inhibition, %; measured here: 10K pilot screen inhibition
Starred values were filed as active, the others as inactive; i = inactive; ? = inconclusive; / = not tested or not shown.

SMILES	PhoP GFP inhibition	VEEV TC-83 Vero	H1N1 NS1A inhibition	M. tuberculosis HTS	tuberculosis growth	others
Cc1ccc(-c2ccc([C@H]3[C@H]4C=CC[C@@H](C)[C@@H]4C(=O)N3Cc3ccccc3)c(F)c2)cc1	-2.6%	i	8.0%	7.6%	1.4%
Cc1ccccc1-c1nc(CN2CCC(C(=O)NCCN3CCOCC3)CC2)c(C)o1	-5.8%	1.9%	0.3%	-1.4%	2.2%
COc1ccc(C)cc1Nc1n[n+](-c2ccccc2)c(-c2cc([N+](=O)[O-])cc(OC)c2O)s1	6.5%	0.1%	-3.9%	3.1%	32.2%	VEEV TC-83 Vero 10K pilot screen=0.7
CC(C)(C)CN1C(N)=NC[C@H]1Cc1ccc(O)cc1	-6.6%	i	-2.3%	-2.8%	9.6%
Cc1nc(Nc2ncc3c(n2)CC(C)(C)CC3=O)nc2ccccc12	/	0.2%	1.1%	/	/
COc1ccc(N2CCN(C(=O)C3CCN(S(=O)(=O)c4cccs4)CC3)CC2)cc1	6.8%	4.9%	-0.8%	7.6%	10.1%
COc1cc2c(cc1OC)CN(C(=O)CC1CC3CCC1C3)CC2 (stereo unspecified)	-4.8%	i	-6.5%	1.2%	3.9%
Cn1c(N)c(NC(=S)NC2CCCCC2)c(=O)n(C)c1=O	/	0.6%	-1.4%	/	/
CC1CN(c2ccccn2)C(C)CN1C(=O)C(O)(c1ccccc1)c1ccccc1 (stereo unspecified)	/	2.5%	8.4%	/	/
Cc1ccc(N2CCN(C(=O)CN3C(=O)c4ccccc4C3=O)CC2)cc1	6.5%	i	18.8%	1.0%	-2.6%

The final 4 records of the part before are carried over, then new ones follow:
SMILES	PhoP GFP inhibition	VEEV TC-83 Vero	H1N1 NS1A inhibition	M. tuberculosis HTS	tuberculosis growth	others
COc1cc2c(cc1OC)CN(C(=O)CC1CC3CCC1C3)CC2 (stereo unspecified)	-4.8%	i	-6.5%	1.2%	3.9%
Cn1c(N)c(NC(=S)NC2CCCCC2)c(=O)n(C)c1=O	/	0.6%	-1.4%	/	/
CC1CN(c2ccccn2)C(C)CN1C(=O)C(O)(c1ccccc1)c1ccccc1 (stereo unspecified)	/	2.5%	8.4%	/	/
Cc1ccc(N2CCN(C(=O)CN3C(=O)c4ccccc4C3=O)CC2)cc1	6.5%	i	18.8%	1.0%	-2.6%
Cc1onc(-c2ccccc2)c1C(=O)Nc1sccc1C#N	-5.3%	0.8%	1.1%	-5.1%	-0.4%
O=C(NNC1CC(=O)N(c2cccc(Cl)c2)C1=O)c1cccs1 (stereo unspecified)	-5.8%	i	-2.1%	-4.3%	29.0%
N#Cc1ccc(OCc2noc(-c3ccsc3)n2)cc1	1.8%	2.2%	-1.1%	-1.1%	4.3%
CCc1cc(=O)oc2cc(O[C@@H]3O[C@H](CO)[C@@H](O)[C@H](O)[C@H]3O)c(Cl)cc12	8.1%	0.9%	-20.5%	8.5%	-4.0%
CCOC(=O)c1ccccc1NC(=O)COC	-3.5%	1.3%	-2.4%	-10.2%	-5.0%
CCOC(=O)C1(Cc2ccc(OC)cc2)CCN(C(=O)Cn2cnnn2)CC1	-9.1%	0.9%	-70.9%	3.6%	13.4%
COCC(C)n1c(SCc2ccc(C(=O)OC)o2)nc2ccccc2c1=O (stereo unspecified)	13.7%	i	-1.8%	-1.2%	-0.8%
CON(c1nc(Cl)nc(N(C)C)n1)S(=O)(=O)c1ccc(C)cc1	-6.9%	1.2%	-2.3%	2.9%	5.6%
Nc1nc(Cl)cc(N2CCOCC2)n1	0.8%	1.7%	2.6%	1.1%	3.6%
CCN1C(=O)[C@@H]2[C@@H](c3ccc(SC4CCCCC4)c(OC)c3)N3CCC[C@@]3(C(=O)OC)[C@@H]2C1=O	16.1%	0.4%	0.5%	7.4%	10.1%

Part of the list above in order of SMILES length, smallest number first.
SMILES	PhoP GFP inhibition	VEEV TC-83 Vero	H1N1 NS1A inhibition	M. tuberculosis HTS	tuberculosis growth	others
CCOC(=O)c1ccccc1NC(=O)COC	-3.5%	1.3%	-2.4%	-10.2%	-5.0%
O=C(NNC1CC(=O)N(c2cccc(Cl)c2)C1=O)c1cccs1 (stereo unspecified)	-5.8%	i	-2.1%	-4.3%	29.0%
CON(c1nc(Cl)nc(N(C)C)n1)S(=O)(=O)c1ccc(C)cc1	-6.9%	1.2%	-2.3%	2.9%	5.6%

The results go on.
SMILES	PhoP GFP inhibition	VEEV TC-83 Vero	H1N1 NS1A inhibition	M. tuberculosis HTS	tuberculosis growth	others
C/C(=N\NC(=S)NCc1ccccc1)c1ccc(C#N)cc1	-5.7%	0.6%	-22.4%	-2.6%	76.6%
Cc1cccc(CC(=O)NC2CCCCCC2)c1	-8.3%	i	-6.3%	1.2%	64.8%
Cn1c2ccccc2c2c(=O)oc3ccccc3c21	/	1.1%	-8.3%	/	/
NC(=S)Nc1ncc(C(F)(F)F)cc1Cl	3.6%	i	2.0%	8.4%	29.3%	VEEV TC-83 Vero 10K pilot screen=0.9
CSCCC(NC(N)=O)C(=O)NCC1CCCCC1 (stereo unspecified)	4.9%	0.4%	-3.5%	-2.9%	-4.8%
C#CC(CO)N(CCN(Cc1ccccc1)C(C#C)CO)Cc1ccccc1 (stereo unspecified)	8.6%	2.5%	-21.9%	-2.1%	18.4%
CCCn1c(C)cc(C=O)c1C	-0.5%	0.5%	-3.1%	-0.7%	3.9%
Cc1cc(N2CCOCC2)nc2ccc(NC(=O)CCC(=O)N3CCN(c4ccccc4F)CC3)cc12	14.5%	5.8%	11.5%	-0.7%	30.6%
CC(OC(=O)Nc1cccc(Cl)c1)C(=O)OC1CCCCC1 (stereo unspecified)	/	1.9%	0.1%	/	/
O=C1C2C3C=CC(C2C(=O)N1CCCO)C1C2C(=O)N(CCCO)C(=O)C2C31 (stereo unspecified)	4.9%	2.5%	1.3%	-6.5%	7.2%
CC(=O)n1nc(-c2ccccc2)cc1-c1ccccc1	-0.7%	1.1%	6.1%	5.3%	10.7%
O=C(CNC(=S)N(Cc1ccccc1Cl)C1CCCC1)NCCCN1CCOCC1	-10.8%	0.9%	0.6%	-5.0%	36.8%
O=C(c1ccc(Cl)c([N+](=O)[O-])c1)N(Cc1ccc(Cl)cc1)C1CCS(=O)(=O)C1 (stereo unspecified)	3.4%	1.3%	-1.7%	-0.5%	21.5%
Cc1nc2ccc(C(=O)N3CCCC(CO)(Cc4ccc(F)cc4F)C3)cc2nc1C (stereo unspecified)	-20.3%	i	-0.2%	13.4%	24.8%
CCCc1ccc(OCCNC(=O)c2ccccc2Br)cc1	-7.6%	0.6%	2.6%	5.7%	79.7%
Nc1c(Cl)ncnc1N/N=C/c1ccnc2ccccc12	8.0%	5.7%	-0.6%	8.0%	-16.4%
CCOC(=O)c1cnc2ccc(C)cc2c1Sc1ccccc1	2.8%	2.2%	5.3%	28.6%	20.5%
CC(C)N(C(C)C)S(=O)(=O)c1ccc(NC(=O)c2cnccn2)cc1	-1.9%	1.2%	-5.8%	-2.9%	-14.1%
O=C(Nc1cccc(Cl)c1N1CCOCC1)c1ccc2c(c1)OCCO2	6.8%	7.4%	-5.8%	8.8%	31.1%
CC1CCCCN1S(=O)(=O)c1cccc2nonc12 (stereo unspecified)	-5.5%	0.4%	1.4%	-1.1%	-18.2%
CCn1c(Cc2ccccc2)nnc1SCC(=O)Nc1ccccc1N1CCOCC1	-4.8%	1.2%	7.2%	-1.3%	8.7%
CC(=O)c1cccc(NS(=O)(=O)c2ccc(N/C=C\C(=O)c3ccc(F)cc3)cc2)c1	1.9%	3.5%	-2.5%	-1.4%	40.2%
COc1ccc2[nH]cc(C(=O)CN3CC(C)CC(C)C3)c2c1 (stereo unspecified)	5.3%	0.3%	21.0%	-0.1%	-13.0%
COc1ccc(CC(=O)NCc2ccc(-n3cccc3)cc2)cc1OC	-5.4%	i	-2.4%	-0.6%	-11.3%
Cc1ccc(S(=O)(=O)N2CCN(C)CC2)c(C)c1	3.1%	i	-3.0%	-2.1%	-9.4%
CCCCN(CCCNC(=O)C1CCCN(S(=O)(=O)CCC)C1)Cc1ccccc1 (stereo unspecified)	2.8%	i	-14.4%	-2.3%	-3.7%
COc1ccc(Oc2nc(C)cc(C)c2S(=O)(=O)c2ccc(C)cc2)cc1	-5.7%	1.4%	-10.2%	-1.5%	12.5%
COc1ccc(CN(C(=O)CN2C(=O)c3ccccc3S2(=O)=O)C(C(=O)NCC2CCCO2)c2ccncc2)cc1 (stereo unspecified)	6.5%	0.0%	16.5%	-2.9%	-14.5%
CCCC(=O)n1nc(-c2cccnc2)nc1NCc1ccccc1	/	0.2%	-9.8%	/	/
C=CCC1(CN2CCCC2=O)C(=O)NC(=O)NC1=O	-3.4%	1.2%	1.5%	10.8%	-10.8%

Among those listed so far, these contain an aryl thioether with sulfur outside any ring:
SMILES	PhoP GFP inhibition	VEEV TC-83 Vero	H1N1 NS1A inhibition	M. tuberculosis HTS	tuberculosis growth	others
COCC(C)n1c(SCc2ccc(C(=O)OC)o2)nc2ccccc2c1=O (stereo unspecified)	13.7%	i	-1.8%	-1.2%	-0.8%
CCN1C(=O)[C@@H]2[C@@H](c3ccc(SC4CCCCC4)c(OC)c3)N3CCC[C@@]3(C(=O)OC)[C@@H]2C1=O	16.1%	0.4%	0.5%	7.4%	10.1%
CCOC(=O)c1cnc2ccc(C)cc2c1Sc1ccccc1	2.8%	2.2%	5.3%	28.6%	20.5%
CCn1c(Cc2ccccc2)nnc1SCC(=O)Nc1ccccc1N1CCOCC1	-4.8%	1.2%	7.2%	-1.3%	8.7%

New compounds follow:
SMILES	PhoP GFP inhibition	VEEV TC-83 Vero	H1N1 NS1A inhibition	M. tuberculosis HTS	tuberculosis growth	others
CN1CCc2c(sc(NC(=O)Cc3ccccc3)c2C#N)C1	5.2%	0.6%	25.1%	-4.4%	-24.6%	VEEV TC-83 Vero 10K pilot screen=0.2
Cc1cc(C(=O)COC(=O)Cc2n[nH]c(=O)c3ccccc23)c(C)n1-c1ccc2c(c1)OCCO2	-0.8%	9.0%	4.3%	63.1%	?
O=S(=O)(c1ccc(Oc2ccc3oc4ccccc4c3c2)nc1)N1CCCC1	-2.9%	i	1.9%	93.6%	32.9%
Cc1ccc(NC(=O)C(C)c2ccc(-c3ccccc3)c(F)c2)cc1 (stereo unspecified)	-1.7%	1.4%	3.2%	6.6%	5.1%
Cc1cc2nc(N)sc2cc1C	-6.2%	0.6%	9.5%	0.7%	5.5%
Cc1cccc(C(=O)Nc2ccccc2C(=O)NCc2ccco2)c1	-10.1%	9.6%	4.4%	-7.7%	11.5%
CCOC(=O)[C@H]1[C@H]2COc3ccccc3[C@@H]2N2C(=O)[C@@H](C)NC(=O)[C@@]12C	/	1.0%	-10.1%	-3.9%	-4.0%
S=c1nc(Cc2ccccc2)[nH]c2ccccc12	4.6%	1.4%	12.7%	-5.4%	-2.1%
COc1ccc(N2C(=O)[C@@H]3[C@H](C2=O)[C@H]2C=CC=NN2[C@@H]3C(=O)Nc2ccc(Cl)cc2)cc1	-2.7%	1.6%	/	-4.5%	19.3%
NCC(=O)N1CCC(C(=O)N[C@@H](Cc2c[nH]c3ccccc23)C(=O)O)CC1	11.2%	0.3%	21.2%	-0.9%	-8.7%
Cc1cc2c(NC(=O)Nc3ccc(C(F)(F)F)cc3)cccc2nn1	1.2%	2.1%	6.2%	-2.2%	10.7%
CCn1nc(C)c(CN2CCCCC2C(=O)Nc2ccc(Oc3cccnc3)cc2)c1C (stereo unspecified)	7.4%	8.5%	?	4.0%	-3.8%
Cc1cc2c(c(=O)o1)C(C(C)C)C(C#N)=C(N)O2 (stereo unspecified)	-11.1%	7.3%	10.9%	0.0%	-13.4%
Cc1nnc(NC(=O)CCC(=O)NCc2ccco2)s1	-28.3%	i	1.0%	3.9%	1.4%
Cc1nc(SCC(=O)N2CCc3ccccc3C2)c2c(C)c(C)sc2n1	-14.2%	1.8%	1.1%	7.8%	63.0%
COc1ccc(Cl)cc1NC(=O)CN(C)C(=O)C12CC3CC(CC(Cl)(C3)C1)C2	-4.2%	7.3%	12.6%	8.6%	/
C/C(=N\NC(=O)c1nnn(-c2nonc2N)c1C(C)C)c1ccc2ccccc2c1	4.8%	3.1%	-13.4%	4.9%	5.0%

Bioassay records as filed in PubChem BioAssay.
